Rv3671c protease – Rv3671c (M. tuberculosis) protease inhibition; P9WHR9; inhibition, % at 5.96 µM; 320,000 tested, 0.048% active; AID 2606; in the data active means inhibition above about 38%;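 further: extracellular domain of Rv3671c used as enzyme; 0% = enzyme with DMSO and 100% = no enzyme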
Target sequence (P9WHR9 whole entry, looked up, the tested form may be a part): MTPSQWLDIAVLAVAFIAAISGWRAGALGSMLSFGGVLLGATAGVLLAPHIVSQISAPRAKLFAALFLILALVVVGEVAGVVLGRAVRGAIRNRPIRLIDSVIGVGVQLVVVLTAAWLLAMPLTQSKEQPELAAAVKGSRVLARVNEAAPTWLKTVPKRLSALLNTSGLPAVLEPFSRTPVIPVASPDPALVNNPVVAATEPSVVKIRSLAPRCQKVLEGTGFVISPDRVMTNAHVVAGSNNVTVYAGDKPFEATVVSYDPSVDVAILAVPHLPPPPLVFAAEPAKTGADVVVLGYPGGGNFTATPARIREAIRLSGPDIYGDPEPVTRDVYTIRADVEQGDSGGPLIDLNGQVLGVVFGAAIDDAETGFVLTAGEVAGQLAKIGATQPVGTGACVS
GDH-TPI inh – counter-screen for M. tuberculosis FBA inhibitors: GDH-TPI coupled enzymes | AID 588335 | inhibition, % at 4.8 µM | GDH-TPI coupled enzyme counterscreen, NADH absorbance | 360,000 tested, 1.2% active; in the data active means inhibition above about 30%;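 further: 0% = DMSO wells and 100% = wells lacking the enzyme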
FadD28 FP inh – blocks FadD28 binding to the bisubstrate probe; 360,000 tested, 0.22% active; AID 588549; fluorescence polarization; inhibition, % at 12.5 µM; in the data active means inhibition above about 8.5%, passing the limit was not always enough; inconclusive means no clear call, values can overlap the other calls
MazF activator – MazEF (E. coli) toxin RNase activation. 350,000 tested, 0.32% active. FAM/BHQ RNA-DNA oligo cleavage fluorescence, 5 h. activation, % at 20 µM; in the data active means activation above about 50%
Target sequence (P0AE70 whole entry, looked up): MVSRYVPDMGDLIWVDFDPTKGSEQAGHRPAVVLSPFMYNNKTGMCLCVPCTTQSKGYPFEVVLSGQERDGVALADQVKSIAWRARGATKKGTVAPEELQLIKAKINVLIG
Mtb BioA inh – blocks M. tuberculosis BioA enzyme activity. purified M. tuberculosis BioA enzyme, plate reader. inhibition, % at 9.99 µM. 360,000 tested, 0.096% active; in the data active means inhibition above about 40%; inconclusive means no clear call, values can overlap the other calls
BoNT F protease – inhibitors of Botulinum neurotoxin F light chain protease | Multiplex microsphere protease cleavage assay, flow cytometry | inhibition, % at 10 µM | 360,000 tested, 0.22% active; in the data active means inhibition above about 35%, passing the limit was not always enough; inconclusive means no clear call, values can overlap the other calls; further: plate controls were buffer without enzyme for full effect and enzyme alone for no effect
PrPC surface inh – cell surface PrPC inhibition, primary TR-FRET screen; AID 720596; P04156; TR-FRET read-out; 370,000 tested, 0.43% active; inhibition, % at 13.8 µM; in the data active means inhibition above about 24%; further: 0% = median of the test wells and 100% = reference compound wells
FBA Mtb inh – Mtb fructose-bisphosphate aldolase inhibition; P9WQA3; 360,000 tested, 2.3% active; purified M. tuberculosis FBA, fluorescence read-out; inhibition, % at 1 µM; in the data active means inhibition above about 27%;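 further: 0% = vehicle and 100% = reference inhibitor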
Target sequence (P9WQA3 whole entry, looked up): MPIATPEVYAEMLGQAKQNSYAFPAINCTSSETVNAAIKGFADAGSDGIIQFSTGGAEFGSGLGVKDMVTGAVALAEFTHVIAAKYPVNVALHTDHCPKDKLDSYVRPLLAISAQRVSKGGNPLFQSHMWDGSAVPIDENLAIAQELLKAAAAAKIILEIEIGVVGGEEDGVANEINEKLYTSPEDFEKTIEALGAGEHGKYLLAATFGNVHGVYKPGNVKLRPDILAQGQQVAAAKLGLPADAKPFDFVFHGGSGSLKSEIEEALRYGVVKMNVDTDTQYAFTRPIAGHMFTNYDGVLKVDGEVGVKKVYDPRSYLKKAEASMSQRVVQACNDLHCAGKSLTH
Mtb UGM inh – inhibitors of M. tuberculosis UDP-galactopyranose mutase. AID 504406. purified UGM, fluorescence polarization probe displacement. 320,000 tested, 0.06% active. inhibition, % at 10 µM. P9WIQ1; in the data active means inhibition above about 10%, passing the limit was not always enough; inconclusive means no clear call, values can overlap the other calls
* hit, by the source's call; ? = inconclusive; nt = not tested or not shown; & = joins results of further samples. Rows were taken by chance. About 4.8% of those tested had a hit in this group.

The line under a structure holds: Rv3671c protease, GDH-TPI inh, FadD28 FP inh, MazF activator, Mtb BioA inh, BoNT F protease, PrPC surface inh, FBA Mtb inh, Mtb UGM inh
(1) O=[N+]([O-])c1cc(C(F)(F)F)ccc1Sc1nccn1Cc1ccccc1
→ 5, 5, -1.2, -2, 9.3, -10, -5, 2, 1.3
(2) Cc1cccc(-c2ncc(CN3CCCC(CO)(Cc4ccccc4C)C3)cn2)c1 (stereo not given)
→ -19, 5, -1.8, -9, nt, 11, -8, -1, 0.7
(3) CCOc1ccccc1NC(=O)CCN(c1ccc(C)cc1)S(=O)(=O)c1ccccc1
→ -9, -3, -1.2, -6, nt, -12, 3, -1, -0.5
(4) Cc1ccc(OCCCCn2ccnc2)c(Cl)c1
→ 0, 0, -0.9, -2, 0.3, 8, 6, -5, 0.4
(5) CN(CC(=O)Nc1ccc(Cl)c(C(F)(F)F)c1)S(=O)(=O)c1cnc[nH]1
→ nt, 10, -4.5, 3, 36, -4, -1, 1, nt
(6) Cc1ccsc1C(=O)NCc1ccc(F)cc1
→ 1, -7, -4.0, 8, 0.1, -3, 5, 0, -2.7
(7) Cc1ccccc1Cc1c(C)nc2nc(SCC(=O)NCCCN3CCCCC3)nn2c1C
→ 0, 3, nt, 10, 9.5, 12, nt, 4, -0.2
(8) Cc1ccccc1N1CCN(C2CCCN(C(=O)c3ccsc3)C2)CC1 (stereo not given)
→ nt, -1, -1.4, 2, 0.6, 10, -4, 3, -6.0
(9) COc1ccccc1NC(=O)N(Cc1cccs1)Cc1cc2cc3c(cc2[nH]c1=O)OCO3
→ -6, 13, -4.2, 5, nt, -1, 5, 11, 1.1
(10) N#C/C(=C\c1ccc(OCc2ccc(C(=O)O)cc2)cc1)C(=O)NCc1ccccc1
→ -5, 36*, -0.7, -8, -0.9, 3, 7, 0, -2.0
(11) Fc1ccc(CNC(=S)Nc2ccccc2Cl)cc1
→ -11, 7, -2.3, 3, nt, 1, 2, 3, -0.8
(12) Cc1cnc(NC(=O)CSc2nnc3ncccn23)s1
→ 11, -6, -3.0, 6, 3.9, -9, 0, -2, -0.9
(13) COc1ccc(C2=Nc3ccccc3NC(=O)C2N(Cc2ccc(F)cc2)C(=O)c2ccco2)cc1 (stereo not given)
→ nt, nt, -1.1, nt, -3.5, -6, 3, 0, nt
(14) COc1ccc(C2=NN(CCC(=O)NCc3ccc4c(c3)OCO4)C(=O)CC2)cc1
→ -3, 5, -2.1, 5, nt, 1, -7, 4, -1.9
(15) CCC(C)NC(=O)C(NS(=O)(=O)c1ccc2c(c1)c(=O)n(C)c(=O)n2C)c1ccccc1 (stereo not given)
→ 3, -4, 1.1, 13, 0.3, 0, 42*, 3, -2.1

Next section
The line under a structure holds: Rv3671c protease, GDH-TPI inh, FadD28 FP inh, MazF activator, Mtb BioA inh, BoNT F protease, PrPC surface inh, FBA Mtb inh, Mtb UGM inh
(16) O=C(CC1SC(N2CCOCC2)=NC1=O)Nc1cccc(C(F)(F)F)c1 (stereo not given)
→ 5, 2, -2.9, -1, -7.0, 1, -1, -1, 0.4
(17) CCCCC(=O)NC1(C(F)(F)F)C(=O)N(Cc2ccco2)C(C)=C1C(=O)OC (stereo not given)
→ 6, 6, -1.0, 10, -1.2, -5, 2, -1, -2.1
(18) Cc1ccc(Cn2ccc(NC(=O)c3noc4c3CCCCC4)n2)cc1
→ -2, -2, -1.4, 0, -0.9, 4, 1, -2, -1.2
(19) Cn1c(O)c(C=NC2CCN(Cc3ccccc3)CC2)c(=O)n(C)c1=O
→ 3, 9, -0.3, 6, 0.6, 3, -3, 0, 2.1
(20) Cc1nc(N)nc(N)c1Oc1ccc(Cl)cc1
→ nt, 3, 0.1, 0, -0.2, -8, 0, 0, nt
(21) NC(=O)COC(=O)c1ccc(S(=O)(=O)NCc2ccco2)cc1
→ 5, 7, 1.2, 1, nt, 7, 14, 2, 0.6
(22) COCCCNC(=O)Cn1cnc2c(OCc3ccccc3)ncnc21
→ 0, 12, -1.9, 5, 0.1, -5, 6, 5, -0.5
(23) O=C(Cc1cccs1)NCc1ccccc1Br
→ -9, 1, 0.8, -14, -2.5, 10, 7, 0, 4.1
(24) O=C(NCCN1C(=O)S/C(=C\c2ccc(Cl)c(Cl)c2)C1=O)c1ccc2c(c1)C(=O)N(Cc1ccncc1)C2=O
→ -6, 17, -0.4, 7, 5.9, -11, -4, -1, -1.1
(25) O=C(/C=C/c1ccccc1[N+](=O)[O-])OCC(=O)c1ccccc1
→ 6, 12, -0.7, -2, nt, -4, -3, 2, 0.3
(26) CC(=O)NCCc1nc2cc(NC(=O)c3cccs3)ccc2n1C
→ 2, -8, -5.3, 1, -1.1, -2, -6, -5, -1.9
(27) COc1ccc(/C=C/C(=O)OCC(=O)Nc2cc(S(=O)(=O)N(C)C)ccc2Cl)cc1
→ -2, -7, -4.3, 6, 0.1, 1, 1, -3, 4.6
(28) O=C(Nc1cccc(S(=O)(=O)NC2=NCCC2)c1)c1ccccc1F
→ -8, -1, -0.4, -1, -0.3, nt, -1, 0, -2.0
(29) CC1O[C@@H](O[C@H](C)CC[C@@H](C)O[C@H]2OC(C)[C@@H](O)C[C@H]2O)C(O)C[C@H]1O (stereo not given in full)
→ -2, 4, -2.9, 0, 1.0, 0, -2, 1, 0.0
(30) COc1ccc(-c2csc(N(CCCN(C)C)C(=O)c3ccccc3Cl)n2)cc1
→ -4, 8, -2.8, 21, -0.6, -11, -6, 0, 0.5

Following part.
The line under a structure holds: Rv3671c protease, GDH-TPI inh, FadD28 FP inh, MazF activator, Mtb BioA inh, BoNT F protease, PrPC surface inh, FBA Mtb inh, Mtb UGM inh
(31) COCC(=O)Nc1c(C(=O)N2CCCC2)oc2ccccc12
→ 8, 2, -1.3, 1, nt, -2, 0, 2, 1.7
(32) COc1ccc(OCC(=O)N2CCN(C(=O)c3cccc4ccccc34)CC2)cc1
→ -3, -14, -3.9, 1, 0.1, 5, 1, 0, -0.1
(33) COC(=O)c1c(C)[nH]c(C(=O)/C=C/c2cccc(Cl)c2)c1C
→ -10, 14, -3.2, 0, nt, 1, 7, 0, 2.9
(34) O=C(NCC1(N2CCCCC2)CCCCC1)c1ccc(NS(=O)(=O)c2ccccc2)cc1
→ -10, 5, -1.4, 4, 0.1, 0, -8, -1, 3.1
(35) O=S(=O)(Nc1ccc(S(=O)(=O)Nc2ncccn2)cc1)c1ccc(Cl)cc1
→ -1, 1, -3.7, 11, -2.3, 4, 1, -8, -0.3
(36) COc1cc(NC(=O)COC(=O)/C=C/c2c(C)nn(-c3ccc(F)cc3)c2Cl)cc(OC)c1
→ 0, 6, -1.7, -21, nt, -10, 2, -1, -0.1
(37) CCc1cc(=O)oc2c(C)c(OC(C)C(=O)N3CC[C@@]4(O)CCCC[C@H]4C3)ccc12 (stereo not given in full)
→ -4, 15, -3.2, -1, -1.3, 3, 1, 8, 2.3
(38) CC1(c2nnc(Cc3ccccc3)o2)CC(c2ccccc2[N+](=O)[O-])=NO1 (stereo not given)
→ -3, 5, -1.4, -24, 0.1, -9, nt, 1, 0.7
(39) CCc1ccc(CN2CCN(C(=O)c3cccc(OC)c3OC)CC2)cc1
→ 0, -2, -3.0, -8, 0.7, -8, 8, 1, 2.7
(40) CCn1c2ccccc2c2cc(CN3CCN(S(C)(=O)=O)CC3)ccc21
→ -3, 9, -1.3, 21, 0.7, 6, -4, 0, 0.0
(41) CCC(OC(=O)CCc1nc2ccccc2[nH]c1=O)C(=O)c1ccccc1 (stereo not given)
→ -8, 21, 0.9, 4, 0.3, -8, -3, 3, -0.3
(42) COc1ccccc1CN1CCCC(C(=O)c2ccccc2OC)C1 (stereo not given)
→ -1, 3, -1.6, -2, -0.2, 21, 0, 1, -1.5
(43) CC(=O)N(C)C[C@@H]1Oc2ncc(Br)cc2C(=O)N([C@H](C)CO)C[C@@H]1C
→ nt, -15, -0.6, 3, 0.3&-14, 0, 14, 1, nt
(44) CCOc1cc(C2NC(=O)c3ccccc3O2)ccc1OC (stereo not given)
→ -4, 7, -0.3, 0, 1.1, ?, -3, 5, 2.0
(45) CCOc1ccc(CCNC(=O)c2cc([N+](=O)[O-])ccc2N2CCOCC2)cc1OCC
→ -5, 17, -1.5, 3, -1.4, 7, -8, -3, 2.6

Other records:
The line under a structure holds: Rv3671c protease, GDH-TPI inh, FadD28 FP inh, MazF activator, Mtb BioA inh, BoNT F protease, PrPC surface inh, FBA Mtb inh, Mtb UGM inh
(46) COc1cccc([C@@H]2CC=C(C(=O)O)CN2S(=O)(=O)c2ccc(C)cc2)c1
→ 1, -2, 1.0, -8, 0.3, -1, -1, -1, -0.6
(47) CC1(C)CC(=O)C2=C(C1)Oc1ncn(CCO)c(=N)c1C2c1ccccc1 (stereo not given)
→ -3, 3, -2.2, -2, -0.1, 0, 4, -2, 2.2
(48) CCCCNC(=O)c1ccccc1NS(=O)(=O)c1ccc2c(c1)OCCO2
→ 3, -2, 0.6, 0, 1.4, 0, -2, 6, -0.6
(49) COc1ccc(N2CCN(S(=O)(=O)c3ccc(OC)cc3)CC2)cc1
→ -5, 5, -0.9, 1, -1.8, 17, -6, 2, -1.7
(50) O=C(c1cc2ccccc2o1)N1CCN(S(=O)(=O)c2ccc(Cl)s2)CC1
→ 0, 7, -0.6, -4, -2.2, 9, -5, -1, 5.5
(51) CCNc1ccc(C(=O)OC(C(=O)NC(N)=O)C(C)C)cc1[N+](=O)[O-] (stereo not given)
→ 5, 5, -2.1, -23, nt, 5, 1, -1, -2.3
(52) O=[N+]([O-])c1ccc(CN2CCN(c3ncccn3)CC2)cc1
→ 8, 0, -0.2, 2, -1.8, -9, -15, 1, -1.0
(53) Cc1ccsc1C(C(=O)NC1CCCCC1)N(C(=O)c1csnn1)C1CC1 (stereo not given)
→ -3, 0, -3.8, 6, -0.8, 9, -4, 0, -2.1
(54) Cc1c(Cl)cccc1NC(=O)COC(=O)c1ccc(CN2CCCC2=O)cc1
→ 4, 13, -0.5, 6, -1.1, -1, 1, 4, 1.1
(55) CCCOc1ccc2c3c(c(=O)oc2c1OCCC)CCCC3
→ -1, 6, -6.0, -1, nt, -9, 0, 8, 2.8
(56) Cc1ccnc(NS(=O)(=O)c2ccc(NC(=O)CCS(=O)(=O)c3ccccc3)cc2)n1
→ 1, 6, -3.9, 0, nt, 2, 5, 1, 1.0
(57) O=C(O)c1cccc(NC(=S)NC(NC(=O)c2cccc([N+](=O)[O-])c2)C(Cl)(Cl)Cl)c1 (stereo not given)
→ -8, 1, -3.2, 6, 0.8, -4, -17, 2, -0.6
(58) C=CCN1C(=O)NC2(O)C(=O)c3ccccc3C12O (stereo not given)
→ 0, 8, 0.4, -1, 0.5, 4, 4, 1, 0.1
(59) CC(=C/c1ccco1)/C=N/NC(=O)Cc1cccn1C
→ 11, 25, 0.0, 1, nt, 0, 1, -1, 2.2
(60) CCOc1cc(-n2ncc(C#N)c2N)nc(SC)n1
→ -8, -5, -3.9, -8, -0.4, 1, -7, 0, 0.6
(61) Cc1ccc(S(=O)(=O)N(C)C)cc1NC(=O)c1cc(S(=O)(=O)N2CCCCC2)ccc1N1CCOCC1
→ nt, -16, -1.6, 3, -1.0, 5, -1, -3, nt
(62) COc1ccc(N(C(=O)/C=C/c2ccc(OC)c(OC)c2)C2=CC3CCC(C2)N3C)cc1 (stereo not given)
→ -3, 25, -3.3, 9, nt, 2, 0, -10, -0.2

3 entries drawn at random from those above, as already listed:
The line under a structure holds: Rv3671c protease, GDH-TPI inh, FadD28 FP inh, MazF activator, Mtb BioA inh, BoNT F protease, PrPC surface inh, FBA Mtb inh, Mtb UGM inh
(49) COc1ccc(N2CCN(S(=O)(=O)c3ccc(OC)cc3)CC2)cc1
→ -5, 5, -0.9, 1, -1.8, 17, -6, 2, -1.7
(7) Cc1ccccc1Cc1c(C)nc2nc(SCC(=O)NCCCN3CCCCC3)nn2c1C
→ 0, 3, nt, 10, 9.5, 12, nt, 4, -0.2
(44) CCOc1cc(C2NC(=O)c3ccccc3O2)ccc1OC (stereo not given)
→ -4, 7, -0.3, 0, 1.1, ?, -3, 5, 2.0

From PubChem
